Source: PubChem
SW480 rereplic – inducers of DNA re-replication in SW480 colon cancer cells; Potency, µM (top dose mostly 46.1 µM), inactives show at the top dose re-replication activation, usual class: activators; AID 624297; 1.8% of 340,000 active; SW480 DNA re-replication, Hoechst DNA content imaging, 48 h; note: potency is the fitted concentration of half-maximal effect; % of control where 0% means no effect; nearly all actives have a fitted effect of over 55% in size
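Quantitative HTS format with DMSO vehicle controls; 48 hr drug incubation at 37 C, then 40 min Hoechst staining and scanning imager measurement at 405 nm excitation.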
IL-1B inflam inh – blocks inflammasome-driven IL-1 beta release | THP-1 LPS/ATP IL-1B secretion, AlphaLISA, 16 h; hits give low values | activity change, % at 57.5 µM | 4.7% of 360,000 active; in the data active = activity change below about -50%; inconclusive = mostly about -30% to -49%; note: % is set by controls: 0 for no effect and ±100 for the full control effect
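THP-1 cells pretreated 1 hr with compounds (up to 57.5 uM final), then stimulated with LPS (250 ng/mL final) plus ATP (1.25 mM final); secreted IL-1B measured by AlphaLISA after 16 hr, decreased signal indicating inhibition.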
HT1080 IDH1KD tx – toxicity to HT-1080 IDH1 knockdown cells (counter line); 2% of 360,000 active; Potency, µM (highest dose often 46.1 µM), for inactives: top-dose activity, negative = toxicity, most hits filed as cytotoxic; HT-1080 IDH1 knockdown viability, ATP luminescence, 48 h;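 note: potency is the fitted concentration of half-maximal effect; 0% = DMSO wells and -100% = cell-free medium wells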
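After a 2 h attachment period, IDH1KD HT-1080 cells took pin-transferred compound for 48 h at 37 °C; ATP-based luminescence after 10 min room-temperature reagent incubation reported viability.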
KB-V1 MDR tox – KB-V1 MDR subline cytotoxicity; KB-V1 MDR cells viability, CellTiter-Glo, 72 h; Potency, µM (highest dose often 46.1 µM), without a hit: top-dose activity change, negative = cytotoxicity, hits mostly cytotoxic; 3.4% of 400,000 active; AID 1347076; note: potency is the fitted concentration of half-maximal effect; % is set by controls: 0 for no effect and ±100 for the full control effect; nearly all actives have a fitted effect of over 60% in size
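Cells of the MDR subline KB-V1 are plated, dosed with compound at multiple concentrations, and incubated 72 h at 37 degrees C; CellTiter-Glo is then added and luminescence read after 10 min.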
HT1080NT lethal – kills 2HG-producing HT-1080-NT fibrosarcoma cells; HT-1080-NT fibrosarcoma viability, CellTiter-Glo ATP luminescence, 48 h; Potency, µM (doses to about 46.1 µM), for inactives: top-dose activity, negative = less viability, usual class: cytotoxic; 1.6% of 360,000 active; AID 686970;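 note: NT is the 2HG producing partner of a matched IDH1 knockdown line; potency is the fitted concentration of half-maximal effect; 0% = DMSO-treated cells and -100% = media-only wells without cells; nearly all actives have a fitted effect of over 55% in size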
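A 48-hour cytotoxicity screen used HT-1080-NT cells plated 2 hours before compound delivery. ATP-based CellTiter-Glo luminescence measured viability, normalized to DMSO and no-cell controls.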
HEK293 tox – cytotoxicity counter-screen for GLP-1 receptor inverse agonists; 0.13% of 410,000 active; Potency, µM (doses to about 38.3 µM), for inactives: at the highest dose activity change, negative = inhibition, usual class: inhibitors; HEK293 cAMP-luciferase reporter cells, luminescence, 24 h;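 note: loss of luciferase light is scored as toxicity; potency is the fitted concentration of half-maximal effect; % is set by controls: 0 for no effect and ±100 for the full control effect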
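MLSMR compounds, 24 hr on cells at 37 deg C/5% CO2; luminescence after luciferase reagent (12 min RT). Inhibition counted as the undesired cytotoxic outcome.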
MCF10A rerep – inducers of DNA re-replication in MCF 10A breast cells; Potency, µM (highest dose often 46.1 µM), for inactives: at the highest dose activity, positive = re-replication, actives largely listed as activators; MCF 10A DNA re-replication, Hoechst nuclear intensity, 48 h; 2.9% of 350,000 active; note: potency is the fitted concentration of half-maximal effect; % of control where 0% means no effect; nearly all actives have a fitted effect of over 50% in size
D3 ag – agonists of human D3 dopamine receptor; 0.58% of 410,000 active; D3R DiscoveRx beta-arrestin cells, luminescence, 90 min; max activation, %; in the data active = max activation above about 30%; note: 0% is about no effect; mostly tested at two doses, the higher about 12 µM
Target sequence (P35462 whole entry, looked up): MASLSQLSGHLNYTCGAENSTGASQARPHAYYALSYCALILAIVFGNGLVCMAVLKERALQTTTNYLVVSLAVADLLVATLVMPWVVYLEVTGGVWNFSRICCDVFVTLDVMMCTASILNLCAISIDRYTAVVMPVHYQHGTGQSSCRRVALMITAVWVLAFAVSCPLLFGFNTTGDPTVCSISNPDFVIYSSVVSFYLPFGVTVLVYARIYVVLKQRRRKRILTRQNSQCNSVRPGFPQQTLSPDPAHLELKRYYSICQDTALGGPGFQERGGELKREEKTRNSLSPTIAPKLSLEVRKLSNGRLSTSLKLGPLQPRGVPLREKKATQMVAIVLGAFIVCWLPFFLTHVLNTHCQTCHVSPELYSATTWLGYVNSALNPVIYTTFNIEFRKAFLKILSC
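Cells at 1500/well, incubated overnight, then treated with pinned compounds (dopamine as control) for 90 min at 37 degrees C. DiscoveRx reagent added for 30 - 60 minutes at room temperature; luminescence read.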
KB-3-1 cytotox – KB-3-1 parental cell cytotoxicity | KB-3-1 viability, CellTiter-Glo ATP luminescence, 72 h | Potency, µM (top dose mostly 46.1 µM), for inactives: at the highest dose activity change, negative = cytotoxic, usual class: cytotoxic | 1.4% of 400,000 active; note: potency is the fitted concentration of half-maximal effect; % is set by controls: 0 for no effect and ±100 for the full control effect; nearly all actives have a fitted effect of over 60% in size
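Parental KB-3-1 viability, qHTS format: 72 h compound exposure, 37 °C; CellTiter-Glo; media-only wells and DMSO plates as controls; concentration-effect fits on corrected data.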
Starred values were filed as active, the others as inactive; i = inactive; ? = inconclusive; . = not tested or not shown; [ ] = dose if it differs, or a comment. Unless noted, calls come from the whole dose curve; as a rule, active = well fitted curve in the direction sought with a large enough effect; inconclusive = small, poorly fitted or top-dose-only effect, or another doubt; inactive = no such curve, though single readings can be large; an effect the other way counts as inactive or inconclusive. Hits appear at their usual frequency (roughly 11% active in at least one column).

SMILES	SW480 rereplic	IL-1B inflam inh	HT1080 IDH1KD tx	KB-V1 MDR tox	HT1080NT lethal	HEK293 tox	MCF10A rerep	D3 ag	KB-3-1 cytotox
COC(=O)c1ccc(NC(=O)c2cccc(N3C(=O)C4C5C=CC(C6CC56)C4C3=O)c2)cc1 (stereo not drawn)	-2.1%	i	-0.5%	?	-2.1%	6.4%	16.4µM*	10.2	?
CCC(C(=O)OCC(=O)Nc1ccc(C(N)=O)cc1)c1ccccc1 (stereo not drawn)	-0.9%	2.9	0.6%	-12.8%	-1.3%	4.7%	7.2%	3.1	-5.3%
CC(NC(=O)c1ccc(Cl)cc1)C1CC2CCC1C2 (stereo not drawn)	5.4%	3.4	1.7%	-11.3%	19.2%	8.9%	?	0.6	-2.1%
O=S(=O)(c1cccc(Cl)c1)c1nnn2c1nc(NC1CCCC1)c1sccc12	.	.	.	-10.2%	.	-16.7%	.	7.8	4.4%
CS(=O)(=O)N(CC(=O)Nc1ccccc1-c1ccccc1)c1cccc(F)c1	-11.0%	-13.4	-3.9%	-17.4%	-5.9%	-15.7%	0.651µM*	-1.2	-0.2%
COc1cc(C2C(C#N)=C(N)OC3=C2C(=O)CC(C)(C)C3)cc2c1OCO2 (stereo not drawn)	-10.3%	-16.8	-12.7%	21.7%	-9.3%	-12.4%	-2.3%	-8.7	2.0%
COc1ccc(OCC(O)CN2CCNCC2)cc1 (stereo not drawn)	-4.3%[9.22 µM]	-0.8	10.6%	28.3%	12.3%	12.4%	7.5%	-0.2	0.0%
Cc1nn(CC(=O)NC(C)C)c(C)c1[N+](=O)[O-]	-10.9%	7.3	5.9%	26.8%	?	-9.2%	-0.5%	-3.0	-11.8%
Cc1cc(C)c(NC(=O)CN(C)C(=O)CCC(=O)c2ccc(C)s2)c(C)c1	6.3%	-2.9	-1.6%	-8.2%	-2.9%	-0.2%	4.6%	-2.0	-4.6%
COc1ccc(C)cc1NC(=O)CN(c1ccc(C)cc1)S(C)(=O)=O	-16.8%	9.8	-20.7%	5.5%	-18.1%	-10.0%	7.8%	0.0	2.2%
COc1cccc(C(=O)COC(=O)c2ccc(NC(C)=O)cc2)c1	-1.8%	0.3	15.6%	19.0%	14.9%	-6.2%	8.8%	-1.0	16.4%
O=C(CN1C(=O)NC(Cc2c[nH]c3ccccc23)C1=O)NCC(F)(F)F (stereo not drawn)	3.4%	4.5	-4.4%	7.0%	-0.8%	-10.4%	-1.0%	2.7	6.2%
COCCCNC(=O)CC1C[C@H](C(=O)N2CCOCC2)[C@@]2(C)c3[nH]c4ccc(OC)cc4c3CCN2C1=O (stereo partly drawn)	?	11.1	4.1%	15.6%	6.7%	1.0%	-4.0%	-3.9	5.1%
O=C(CCCCCn1c(=O)[nH]c2ccccc2c1=O)N1CCN(c2ccc(Cl)cc2)CC1	.	.	.	3.5%	.	0.5%	.	-14.6	11.8%
COc1ccc(NC(=O)C2CC(=O)N(c3cc(C)ccc3C)C2)cc1 (stereo not drawn)	2.2%	-13.8	7.4%	2.3%	11.8%	-4.4%	1.3%	-13.3	0.9%

3 entries from above, ordered by length of the SMILES, descending.
SMILES	SW480 rereplic	IL-1B inflam inh	HT1080 IDH1KD tx	KB-V1 MDR tox	HT1080NT lethal	HEK293 tox	MCF10A rerep	D3 ag	KB-3-1 cytotox
CS(=O)(=O)N(CC(=O)Nc1ccccc1-c1ccccc1)c1cccc(F)c1	-11.0%	-13.4	-3.9%	-17.4%	-5.9%	-15.7%	0.651µM*	-1.2	-0.2%
COc1ccc(NC(=O)C2CC(=O)N(c3cc(C)ccc3C)C2)cc1 (stereo not drawn)	2.2%	-13.8	7.4%	2.3%	11.8%	-4.4%	1.3%	-13.3	0.9%
COc1cccc(C(=O)COC(=O)c2ccc(NC(C)=O)cc2)c1	-1.8%	0.3	15.6%	19.0%	14.9%	-6.2%	8.8%	-1.0	16.4%

Continued.
SMILES	SW480 rereplic	IL-1B inflam inh	HT1080 IDH1KD tx	KB-V1 MDR tox	HT1080NT lethal	HEK293 tox	MCF10A rerep	D3 ag	KB-3-1 cytotox
CCOc1ccc(N2C(=O)CC(Sc3nc(O)c(CC)c(=O)[nH]3)C2=O)cc1 (stereo not drawn)	-22.7%	6.9	9.8%	23.6%	2.4%	3.0%	12.6%	4.8	6.4%
Cc1cccc(NC(=O)CN2NS(=O)(=O)c3ccccc3C2=O)c1	-3.1%	0.4	5.1%	-5.9%	-4.3%	-10.4%	17.9%	-6.7	14.4%
CCOc1ccc(CCNC(=O)Cn2ncn3nc(-c4ccc(OC)cc4)cc3c2=O)cc1OCC	4.9%	15.7	11.1%	14.9%	5.8%	2.7%	-4.2%	1.7	-11.1%
COc1ccc(NC(=O)c2csc(Cc3ccc(Cl)cc3)n2)cc1	-6.3%	-4.4	-0.2%	0.0%	2.1%	3.5%	12.5%	3.1	-2.1%
CS(=O)(=O)N(CC(=O)N1CCc2ccccc2C1)c1cccc(Br)c1	-5.2%	2.3	4.9%	-29.1%	-0.3%	-25.8%	-2.7%	-0.5	-7.6%
Cc1cc(C)c(C2=Nn3c(C)nnc3SC2C)cc1C (stereo not drawn)	-12.6%	26.2	-22.3%	-5.0%	?	-10.8%	-3.9%	4.3	?
O=C(Nc1ccc(F)c(Cl)c1)c1cc(C2CCCN(C(=O)CCc3ccccc3)C2)on1 (stereo not drawn)	.	-7.0	3.5%	4.8%	12.0%	2.1%	.	-6.1	0.0%
Cc1ccccc1NC(=O)CN1C(=O)C2(SCC(=O)N2c2ccc(F)cc2)c2ccccc21 (stereo not drawn)	.	.	.	17.0%	.	1.4%	.	0.9	12.0%
COc1ccc(N2CC(C(=O)N/N=C/c3ccccc3)CC2=O)cc1 (stereo not drawn)	-1.4%	-15.3	-0.7%	-16.8%	-1.8%	-4.0%	1.4%	-8.4	5.9%
CC1=C(C(=O)Nc2cc(C(=O)N3CCN(c4ccc(Cl)cc4)CC3)ccc2C)SCCO1	.	-29.2	-17.1%	?	-6.8%	-17.0%	.	2.5	13.1%
CCn1ncc(Br)c1C(=O)Nc1sc2c(c1C(N)=O)CCC2	?	?	-23.3%	-10.6%	?	-20.1%	2.7%	-5.2	-13.2%
COc1ccc2[nH]c3c(c2c1)CCN1C(=O)C(CC(=O)NCCc2ccccn2)C[C@H](C(=O)N2CCOCC2)[C@@]31CCC1CCCC1 (stereo partly drawn)	-3.1%	-21.5	1.6%	12.5%	11.2%	8.4%	2.6%	-1.0	-2.4%
O=C(NCc1ccco1)C1CCCCN1S(=O)(=O)c1ccc(F)cc1 (stereo not drawn)	-10.4%	21.8	15.5%	?	3.4%	-2.0%	7.2%	0.0	1.3%
COc1cc(OC)c(-c2noc(C(=O)OC(C)(C)C)c2C(=O)OC(C)(C)C)c(OC)c1	?	24.7	12.4%	-2.8%	9.2%	1.9%	4.4%	2.2	2.4%
Cc1ccnc(NC(=O)c2ccc(Cl)c(NC(=O)C(C)Oc3ccccc3)c2)c1 (stereo not drawn)	-72.6%[inhibitor]	-3.4	-23.0%	-16.7%	-18.3%	-29.0%	32.4%	1.9	5.5%
Cc1ccc2nc(C)cc(OCC(=O)O)c2c1	-1.7%	8.9	4.4%	3.6%	-1.4%	2.1%	4.0%	-0.9	-0.4%
COc1ccc(C(CNC(=O)c2cc(S(=O)(=O)N3CCN(c4ccccc4)CC3)ccc2Cl)N(C)C)cc1 (stereo not drawn)	1.0%	?	?	-21.5%	?	-18.5%	9.4%	-2.0	-18.1%
O=C1N/C(=N\N=C\c2ccc3ncccc3c2)SC1Cc1ccc(SC(F)F)cc1 (stereo not drawn)	?	17.3	14.0%	?	-7.1%	-4.0%	16.4µM*	-20.5	4.1%
CN1CCc2c(sc3nc(SCC(=O)N4CCOCC4)nc(N)c23)C1	-1.4%[9.22 µM]	-20.5	0.7%	-16.5%	-17.9%	-7.1%	3.2%	-0.6	2.8%
Cc1cc(C)n(CCC(=O)N=Nc2c(O)[nH]c3ccc(Br)cc23)n1	-2.2%	31.5	-8.9%	-12.4%	0.9%	-7.9%	-1.6%	5.3	26.1%
COc1ccc(OC)c(NC(=O)c2ccc(-c3nc(CSc4ccccc4)c(C)o3)cc2)c1	.	.	.	-14.2%	.	-9.3%	.	4.2	-15.9%
Cc1cc(SCC(=O)c2ccccc2)n2nc(C)nc2n1	?	-29.7	-15.9%	2.7%	-14.3%	-20.2%	-0.1%	-2.1	?
Cc1nc2cc(NC(=O)c3ccc([N+](=O)[O-])s3)ccc2s1	19.9%	-6.3	-3.3%	?	-11.4%	-1.1%	18.1%	5.4	6.2%
O=S(=O)(NCC1CCCO1)c1ccc(Br)s1 (stereo not drawn)	-1.7%	-3.6	8.8%	5.7%	15.3%	-1.4%	-1.1%	0.5	-1.4%
CC1CCN(S(=O)(=O)c2cccc(C(=O)NCc3ccco3)c2)CC1	0.3%	17.4	-3.2%	-7.8%	-2.7%	1.4%	2.3%	6.2	-3.7%
COc1ccc(C2=CC(=O)CC(c3ccccc3)C2)cc1 (stereo not drawn)	-30.6%[inhibitor]	-0.1	4.5%	-30.3%	12.6%	6.7%	9.1%	1.1	-1.1%
C#CCOCCOCCOCCNc1nc(N2CCN(C(=O)[C@H]([C@@H](C)O)n3cc(CCCCN)nn3)CC2)nc(N2CCN(C(=O)[C@H](C)n3cc(CCC(=O)O)nn3)CC2)n1	-5.7%	3.3	-0.7%	-7.8%	18.5%	?	-0.3%	3.1	-3.9%
CC(C)CC(NC(=O)c1ccc(C#CC(C)(C)O)s1)C(=O)O (stereo not drawn)	6.6%	10.5	2.6%	10.3%	1.6%	7.6%	-16.4%	-0.8	?

Some entries already given, limited to SW480 rereplic and KB-3-1 cytotox.
smiles	SW480 rereplic	KB-3-1 cytotox
Cc1nn(CC(=O)NC(C)C)c(C)c1[N+](=O)[O-]	-10.9%	-11.8%
Cc1cc(C)c(NC(=O)CN(C)C(=O)CCC(=O)c2ccc(C)s2)c(C)c1	6.3%	-4.6%
